Screening results deposited in PubChem BioAssay by National Center for Advancing Translational Sciences (NCATS).
B2AR arrestin: agonists driving beta-arrestin recruitment to human beta2-adrenergic receptor | hit rate 0.02% among 330,000 | P07550 | Potency, µM (doses to about 46.1 µM), for inactives: top-dose activation, most hits filed as activators | AID 492947 | beta-arrestin recruitment to beta2AR, cell-based reporter;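 further: potency means the concentration at half of the fitted maximal effect; 0% = DMSO controls and full agonism = EC100 isoproterenol or metaproterenol; nearly all actives have a fitted effect of over 65% in size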
Target sequence (P07550 whole entry, looked up): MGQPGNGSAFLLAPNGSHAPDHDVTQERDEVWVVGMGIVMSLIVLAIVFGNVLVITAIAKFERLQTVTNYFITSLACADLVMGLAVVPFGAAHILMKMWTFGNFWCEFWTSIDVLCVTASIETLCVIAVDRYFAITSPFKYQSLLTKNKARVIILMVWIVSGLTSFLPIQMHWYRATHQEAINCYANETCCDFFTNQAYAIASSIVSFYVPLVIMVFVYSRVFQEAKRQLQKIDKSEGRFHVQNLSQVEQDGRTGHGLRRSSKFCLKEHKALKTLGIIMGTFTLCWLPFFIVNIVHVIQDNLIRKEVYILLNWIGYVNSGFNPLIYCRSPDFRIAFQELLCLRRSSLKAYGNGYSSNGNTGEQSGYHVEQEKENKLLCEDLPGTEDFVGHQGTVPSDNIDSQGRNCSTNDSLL
Integrin act MD: activates integrin-mediated alleviation for muscular dystrophy. alpha7betagal myoblasts, beta-gal FDG fluorescence, 48 h. Potency, µM (series often up to 38.3 µM), inactives show at the highest dose activation, usual class: activators. hit rate 0.064% among 350,000;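 further: potency means the concentration at half of the fitted maximal effect; 100% = response of the positive control SU9516; nearly all actives have a fitted effect of over 60% in size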
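alpha7betagal+/- myoblasts (passage 13, 250/well) treated 48 h at 37C with compounds at 1:260 dilution of DMSO stock. Lysed, then beta-galactosidase activity read as FDG fluorescence (ex 480/em 540) after 30 min, with pre-read for autofluorescence.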
TSG101-PTAP inh: blocks PTAP/TSG101 interaction to inhibit HIV-1 budding; AID 493005; Potency, µM (titrated, usually from 115 µM), inactives show top-dose activity change, negative = inhibition, actives largely listed as inhibitors; 340,000 tested, under 10 active; Q99816; Fluorescence polarization, FITC-PTAP peptide / Tsg101 binding; active means well fitted inhibition curve with a large enough effect in the main read-out, with a control signal flat, not every such curve was filed as active; inconclusive means small, poorly fitted or top-dose-only effect, or effect the other way, or a change in a side signal; inactive means no such curve, though single readings can be large or run the other way; further: potency means the concentration at half of the fitted maximal effect; % of control where 0% means no effect
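Tsg101 binding domain (10 uM final) was mixed with compound and a FITC-labeled PTAP peptide (50 nM final) in HEPES pH 7.5 buffer with NaCl, Tween 20, EDTA and TCEP; fluorescence polarization was read after 20 min at r.t.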
ELG1 genotox: inducers of genotoxicity in HEK293T ELG1-luciferase cells; hit rate 1.3% among 330,000; HEK293T ELG1-luciferase reporter, luminescence, 16 h; Potency, µM (highest dose often 46 µM), for inactives: at the top dose activity change, positive = activation, hits mostly activators; further: potency means the concentration at half of the fitted maximal effect; % of control where 0% means no effect; nearly all actives have a fitted effect of over 60% in size
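DMSO vehicle served as control against compound-treated ELG1-luciferase HEK293T cells; exposure lasted 16 hr at 37 °C and 5% CO2, followed by ONE-Glo luminescence detection after 30 min.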
TRPV1 ag: agonists of human vanilloid receptor 1 (TRPV1); Q8NER1; TRPV1-expressing cells, Fluo-8 calcium influx, agonist mode; activation, % at 8.33 µM; hit rate 0.19% among 320,000; AID 540275; in the data active means activation above about 80%; inconclusive means between about 30% and that limit; further: 0% is about no effect
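TRPV1-expressing cells were cultured overnight at 35.5C and loaded with Fluo-8 calcium dye for 40 to 90 min at room temperature. After a 10 s baseline, compound was added and calcium influx was read kinetically for 3 min (ex 480/em 520 nm).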
p53 reactivation: mutant p53 re-activation in reporter cells; AID 504706; Potency, µM (series often up to 92.2 µM), inactives show at the highest dose activity change, positive = activation, most hits filed as activators; hit rate 0.063% among 320,000; H1299 p53-A138V BP100-luciferase reporter, luminescence, 24 h; further: potency means the concentration at half of the fitted maximal effect; % of control where 0% means no effect; nearly all actives have a fitted effect of over 45% in size
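H1299 (p53-null), stable ts p53-A138V + BP100-Luc; 1000 cells/well, Opti-MEM/10% FBS; cpd 4 pt, 1:5; 24 h, 37 deg C, 5% CO2; detection reagent 10 min RT; luminescence.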
ASM inhibitor: blocks human secretory acid sphingomyelinase; P17405; placental ASM, HMU-PC fluorogenic substrate, 60 min; Potency, µM (highest dose often 57.5 µM), without a hit: at the top dose activity change, negative = inhibition, most hits filed as inhibitors; hit rate 0.006% among 340,000; further: potency means the concentration at half of the fitted maximal effect
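Human placenta-derived ASM preincubated with compound 10 min at room temperature, then reacted with 9 uM (final) fluorogenic HMU-PC substrate for 60 min at 37 C. Stop solution raises pH to 10; fluorescence read at Ex 386/Em 447 nm.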
uPA surface inh: cell surface uPA generation inhibition | AID 540303 | Potency, µM (top dose mostly 38.3 µM), for the others: top-dose activity change, negative = inhibition, most hits filed as inhibitors | cell surface uPA generation assay, qHTS | hit rate 0.31% among 330,000; active means well fitted inhibition curve with a large enough effect; inconclusive means small, poorly fitted or top-dose-only effect; inactive means no such curve, though single readings can be large or run the other way; tested in mouse RAW 264.7 cells; further: potency means the concentration at half of the fitted maximal effect; on the % scale 0 is the no-effect control and ±100 the full control effect; nearly all actives have a fitted effect of over 55% in size
Eya2 phos inh: blocks the phosphatase activity of human Eya2. hit rate 0.006% among 330,000. Potency, µM (doses to about 76.9 µM), without a hit: top-dose activity, negative = inhibition, actives largely listed as inhibitors. AID 488837. recombinant Eya2, OMFP fluorescence dephosphorylation (OMFP is methylfluorescein phosphate); further: potency means the concentration at half of the fitted maximal effect; on the % scale 0 is the no-effect control and ±100 the full control effect
Target sequence (O00167 whole entry, looked up): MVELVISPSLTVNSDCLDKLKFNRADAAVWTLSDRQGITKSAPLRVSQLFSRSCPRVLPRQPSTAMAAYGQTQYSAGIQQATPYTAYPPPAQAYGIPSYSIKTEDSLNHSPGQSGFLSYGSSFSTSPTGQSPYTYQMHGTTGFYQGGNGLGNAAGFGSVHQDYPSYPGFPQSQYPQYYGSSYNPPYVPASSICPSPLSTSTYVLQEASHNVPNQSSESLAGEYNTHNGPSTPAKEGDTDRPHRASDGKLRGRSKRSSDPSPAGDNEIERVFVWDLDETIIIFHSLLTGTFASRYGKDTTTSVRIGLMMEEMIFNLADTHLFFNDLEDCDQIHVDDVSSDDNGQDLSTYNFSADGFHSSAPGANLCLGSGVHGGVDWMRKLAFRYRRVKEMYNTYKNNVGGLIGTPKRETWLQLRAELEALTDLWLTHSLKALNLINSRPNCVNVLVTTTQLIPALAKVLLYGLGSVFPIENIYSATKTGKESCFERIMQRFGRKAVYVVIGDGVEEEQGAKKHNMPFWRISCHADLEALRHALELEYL
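Eya2 (0.2 uM) preincubated 10 min at ambient with compound, then OMFP substrate added at 50 uM; 10 min reaction in 50 mM HEPES pH 7.5, 50 mM NaCl, 5 uM MgCl2, 0.05% BSA, 1 mM DTT. Fluorescence read at Ex 485/Em 525 nm.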
BRCA1 expr act: BRCA1 expression activation; MCF7-BRCA1-FFLuc reporter, luminescence, 48 h; response scale: scaled: vehicle 0%, 10 µM genistein 100%; Potency, µM (series often up to 46.1 µM), inactives show at the highest dose activation, hits mostly activators; hit rate 1.1% among 380,000; AID 624202; further: potency means the concentration at half of the fitted maximal effect; nearly all actives have a fitted effect of over 80% in size; some results filed as inactive show a strong effect at the top dose
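Cells: MCF7-BRCA1-FFLuc, 2000/well. Exposure: 48 h, 37 °C, 5% CO2. Read: luminescence, 15 min post-substrate. Controls: genistein 10 microM (maximal activation), DMSO (neutral).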
USP2a block: inhibitors of human ubiquitin-specific protease USP2a; Potency, µM (top dose mostly 38.3 µM), without a hit: top-dose activity change, negative = inhibition, actives largely listed as inhibitors; hit rate 0.01% among 330,000; USP2 core, Ub-CHOP2 coupled fluorogenic reporter, 485/531; O75604;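 further: potency means the concentration at half of the fitted maximal effect; plate controls were DMSO wells for no effect and full inhibition by NEM control for full effect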
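USP2 core (10nM final) preincubated 30min RT with compound in 20mM Tris-HCl pH 8.0, 2mM CaCl2, 2mM beta-mercaptoethanol, 0.05% CHAPS; 25nM Ub-CHOP2 plus 25nM reporter substrate added, fluorescence (Ex485/Em531) read after 60min.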
An asterisk follows results filed as active; ? = inconclusive; · = no result given; [ ] = remark or other dose. Unless noted, the call rests on the fitted dose curve; in most records, active means well fitted curve in the direction sought with a large enough effect; inconclusive means small, poorly fitted or top-dose-only effect, or another doubt; inactive means no such curve, though single readings can be large; an effect the other way counts as inactive or inconclusive. Rows are unselected (roughly 2.6% active in at least one column).

SMILES	B2AR arrestin	Integrin act MD	TSG101-PTAP inh	ELG1 genotox	TRPV1 ag	p53 reactivation	ASM inhibitor	uPA surface inh	Eya2 phos inh	BRCA1 expr act	USP2a block
CC(=O)Nc1ccc(S(=O)(=O)NC2(C(F)(F)F)C(=O)Nc3c2c(=O)[nH]c(=O)n3Cc2cccnc2)cc1 (centres undefined)	3.9%	-6%	-2%	2%	4	0%	-1%	6%	5%	-13%	-1%
O=C1CSC(=S)N1N=Cc1ccc2c(c1)OCO2	·	9%	-3%	·	·	·	1%	3%	·	-10%	·
S=C(NCC1COc2ccccc2O1)Nc1ccc(Br)cc1 (centres undefined)	-0.3%	-17%	-6%	1%	?	-4%	-5%	5%	-25%	1%	-9%
COc1cccc(-c2ncc3ccccc3c2COC(=O)CCC(=O)O)c1	0.0%	0%	-1%	0%	1	-7%	3%	-13%	16%	14%	-1%
CCN(C[C@H]1N[C@@](Cc2ccccc2)(C(=O)OC)[C@H]2C(=O)N(C)C(=O)[C@@H]12)C(=O)Nc1ccc(Cl)cc1	-0.5%	11%	-2%	-1%	·	-3%	-2%	6%	5%	-9%	3%
NNc1nc(-c2ccccc2)nc2sc3c(c12)CCCC3	-0.1%	1%	0%	1.3µM*	14	?	-11%	-3%	-18%	-3%	1%
CCOC(=O)C1=C(O)/C(=C\c2cc(C)n(-c3ccccc3F)c2C)N=C1C	-0.1%	3%	-6%	-6%	2	8%	47%[activator]	-1%	14%	-1%	6%
NC1=NC(=O)NC1(c1ccccc1)c1ccccc1	·	21%	-11%	·	·	·	0%	-1%	·	5%	·
Cc1cc(C(=O)Nc2sc(C)c(C)c2C#N)c(C)o1	-0.5%	17%	-6%	24%	1	5%	2%	·	4%	-48%	-2%
Cc1ccc2[nH]c(=O)c(CN(Cc3cccs3)S(=O)(=O)c3ccc4c(c3)OCCO4)cc2c1	0.0%	22%	-1%	-4%	0	-2%	-3%	1%	2%	-19%	4%
CCc1ccc(OCC(=O)NNC(=O)c2cc(S(=O)(=O)N3CCOCC3)ccc2N2CCCC2)cc1	-1.6%	7%	1%	1%	-2	-10%	0%	-7%	-5%	7%	-1%
O=C(COc1ccc([N+](=O)[O-])cc1)Nc1ccc(C(=O)NCc2cccnc2)cc1	-1.2%	21%	-2%	-2%	·	2%	1%	-2%	8%	3%[1.84 µM]	2%
COc1ccc(C(=O)NC2CCCc3ccccc32)cc1S(=O)(=O)N1CCOCC1 (centres undefined)	0.2%	1%	-1%	1%	-1	1%	0%	-15%	-4%	0%	2%
CCN(C(=O)CN1C(=O)c2ccc([N+](=O)[O-])cc2C1=O)C1CCCCC1	0.2%	23%	-3%	-4%	?	-1%	-3%	7%	0%	0%	-2%
O=C(CCCOc1ccccc1)Nc1ncccn1	-0.2%	8%	-11%	0%	6	25%	4%	-8%	-7%	-14%	0%
CC(=O)c1cccc(NC(=O)C(C)OC(=O)CCC2CCCCC2)c1 (centres undefined)	-0.1%	-14%	-3%	0%	?	8%	-6%	1%	-6%	12%	-2%
O=C(C1CCCO1)N1CCN(C(=S)Nc2cccc(F)c2)CC1 (centres undefined)	-0.4%	14%	0%	-1%	0	4%	-2%	8%	-3%	-13%	3%
Cc1cccc(C(=O)NC(=S)NNC(=O)c2cccs2)c1	0.0%	-24%	-2%	1%	?	?	1%	-3%	-1%	-43%	1%
CC1=Nc2cc(C(=O)O)ccc2Sc2c(C)ccc(C)c21	0.0%	0%	-7%	-1%	1	2%	4%	·	-1%	2%	0%
O=C(Nc1ccccc1)ON=C1CCCC1	-0.4%	35%	0%	?	2	?	4%	3%	-1%	73%	0%
CCOCC(=O)N1CCN(c2cccc(Cl)c2)CC1	0.2%	-6%	-5%	-2%	14	-6%	-4%	0%	-11%	0%	0%
CCCCC(CC)C(=O)Nc1ccccc1C#N (centres undefined)	-0.4%	1%	-3%	0%	-3	4%	-2%	·	25%	0%	0%
COc1cccc(CC(=O)OCC(=O)NCc2ccc3c(c2)OCO3)c1	-0.9%	-25%	0%	1%	·	4%	0%	-2%	-21%	-11%	-1%
O=C(/C=C/c1ccc(F)cc1)N1CCN(c2ncccn2)CC1	0.0%	2%	-9%	-11%	11	4%	3%	1%	2%	9%	-1%
O=C(Nc1ccc(Cl)c(Cl)c1)Nc1ccccc1O	-0.3%	21%	-6%	?	?	?	?	?	-3%	2.8µM*	-7%

The closing 2 entries of the part before come first, to join the parts:
SMILES	B2AR arrestin	Integrin act MD	TSG101-PTAP inh	ELG1 genotox	TRPV1 ag	p53 reactivation	ASM inhibitor	uPA surface inh	Eya2 phos inh	BRCA1 expr act	USP2a block
O=C(/C=C/c1ccc(F)cc1)N1CCN(c2ncccn2)CC1	0.0%	2%	-9%	-11%	11	4%	3%	1%	2%	9%	-1%
O=C(Nc1ccc(Cl)c(Cl)c1)Nc1ccccc1O	-0.3%	21%	-6%	?	?	?	?	?	-3%	2.8µM*	-7%
COC(=O)c1cccc(CSc2nnc(C)s2)c1	-0.3%	0%[7.66 µM]	2%	?	6	?	4%	-1%	10%	101%	2%
C=CCn1c(SCC(=O)NC2CCCC2)nnc1-c1cccnc1	-0.5%	29%	-3%	-1%	-3	7%	5%	4%	10%	17%	1%
Cc1ccc(C2=NN=C(NC(=O)CSc3nc(C)cc(C)n3)SC2)cc1	-0.4%	·	·	1%	1	-24%	·	·	1%	·	5%
COC(=O)c1cn(Nc2ncc(C(F)(F)F)cc2Cl)c(=O)c2ccccc12	0.3%	-4%	-2%	-6%	1	-8%	-16%	7%	3%	-54%	-1%
CN(C)S(=O)(=O)Oc1ccc(Cl)cc1C(=O)Nc1cccc(C(F)(F)F)c1	-0.3%	-8%	-6%	-1%	18	-1%	-4%	1%	-11%	-49%	0%
O=C(NC1CC1)C1=C[C@@H](c2ccc(Br)cc2)C[C@@H](OCc2ccc(CO)cc2)O1	-0.2%	21%	1%	0%	0	-3%	-7%	-7%	6%	-7%	-3%
COc1ccc(CCn2c(C)cc(C(=O)CN3C(=O)C(=O)N(C4CCCC4)C3=O)c2C)cc1OC	-0.5%	-10%	-8%	-6%	-2	-7%	-1%	-9%	-26%	-8%	-2%
CCOC(=O)N1CCN(C(=O)C2CCN(S(=O)(=O)c3ccc(Br)s3)CC2)CC1	0.4%	10%	-1%	-2%	-3	-2%	5%	-7%	17%	-13%	2%
COC(=O)c1sc(N)c(C(=O)OC)c1CSc1nnnn1C	-0.1%	9%	-2%	4%	-1	-7%	3%	-1%	-1%	-6%	-2%
O=C(COC(=O)c1ccc([N+](=O)[O-])s1)NC(=O)NCc1ccccc1	-0.8%	14%	-3%	-1%	1	26%	-2%	0%	-5%	5%	2%
COc1cccc(-c2c(C#N)c(SC)nc3cc(C)nn23)c1	-0.2%	-10%	-3%	3%	7	11%	16%	-3%	-7%	-19%	1%
CC(/C=N\N1CCN(c2ccc(Cl)cc2)CC1)=C\c1ccccc1	-0.1%	-5%	-1%	-7%	1	9%	-1%	-1%	-7%	5%	2%
COc1ccc([N+](=O)[O-])cc1NC(=O)C1CCCN1S(=O)(=O)c1cccs1 (centres undefined)	-0.4%	-20%	-4%	-3%	2	-10%	2%	0%	8%	-16%	-1%
COc1cc(Cl)c(C)cc1NC(=O)CN1C(=O)C2CCCCC2C1=O (centres undefined)	0.1%	26%	-1%	0%	0	-9%	3%	10%	-3%	-13%	0%
Cc1nc(NCc2ccc3c(c2)OCO3)c2nnn(Cc3ccccc3)c2n1	-0.9%	-22%[7.66 µM]	-1%	?	2	3%	-2%	·	9%	-32%	-1%
Cc1ccc(Cn2c(SC(C)C(N)=O)nc3ccccc3c2=O)cc1 (centres undefined)	0.2%	-12%	0%	6%	17	-4%	3%	0%	-6%	-20%	3%
NC(=O)C1CCN(Cc2ccc(OCc3ccccc3)cc2)CC1	-0.2%	-8%	0%	?	1	-3%	0%	-2%	19%	11µM*	5%
CCC(C)NC(=O)c1ccc(CS(=O)(=O)Cc2ccc(Cl)cc2)o1 (centres undefined)	-0.4%	?	-10%	2%	12	-7%	3%	·	-2%	-3%	0%
COc1cccc(NC(=O)c2cccnc2)c1	-0.2%	-16%	-4%	1%	0	?	0%	4%	-9%	32%	-1%
COc1ccc(C(=O)Oc2ccc(/C=N/Nc3ccc(Cl)c(C(=O)O)c3)cc2OC)cc1	0.0%	19%	-2%	10%	1	26%	?	-3%	1%	20%	-2%
O=C(Nc1ccc(C(=O)NCCCN2CCCCC2)cc1)C1=CSCCO1	0.2%	-22%	-2%	7%	-3	12%	1%	-18%	-1%	12%	4%
